Assay outcomes (PubChem)
P. falciparum M17LAP: P. falciparum M17LAP inhibitors, primary screen, biochemical, fluorogenic H-Leu-NHMec substrate, 1536-well (AID 1619). recombinant M17LAP, H-Leu-NHMec fluorogenic kinetic assay; higher % means a stronger effect. inhibition, % at 30 µM, or IC50 in µM where a hit was titrated. 220,000 compounds, 0.38% hits;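 active means compound inhibiting the enzyme by more than half at any dose during confirmatory dose-response retesting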;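 further: plate controls were full reaction with DMSO carrier for no effect and no enzyme background for full effect; strong numbers were not always called active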
Insulin prom up: MIN6 insulin promoter up-regulation; MIN6 insulin promoter-GFP reporter, high-content imaging; active compounds read high; z-score at 5 µM; 190,000 compounds, 0.3% hits;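 active means z-score above 3 at 5 µM with at least 500 cells counted in the well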
Autophagy HCS: modulators of autophagy. MEF GFP-LC3 puncta imaging; test concentration mostly 10 µM. calls only at 10 µM (by protocol). 190,000 compounds, 0.98% hits. AID 463193;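 active means percentage of spot-positive cells more than 3 SD above its plate mean, without a fluorescence outlier flag or 80% toxicity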;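 further: spot-positive cell cutoff set from DMSO-treated cells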
bCat nuc transl: alters nuclear translocation of beta-catenin in HeLa cells; immunofluorescence imaging; nuclear translocation activity, % at 5 µM; 190,000 compounds, 0.3% hits;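 active means nuclear translocation activity above 50% at 5 µM, with a well cell count of 50 or more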;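 further: per-cell ratio of nuclear to cytoplasmic median beta-catenin stain intensity; plate controls were DMSO negative control for no effect and GSK-3 inhibitor IX positive control for full effect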
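Signal – beta-catenin immunofluorescence imaging with DAPI · Test system – human HeLa cell line · Dosing – 5 µM primary single dose, 0.1% DMSO, 0.02–20 µM confirmation series · Measure – % activation, nuclear-to-cytoplasmic median beta-catenin signal ratio per cell · Incubation – 24 h compound exposure at 37°C, 5% CO2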
NOD2 inhibition: NOD2 signaling inhibitors, cell-based, luminescence, uHTS, HEK293 (AID 1566); 290,000 compounds, 0.63% hits; inhibition, % at 4 µM, or EC50 in µM where a hit was titrated; HEK293 NOD2/NF-kB luciferase reporter, luminescence; higher % means a stronger effect; in the data active means inhibition above about 50%; further: many of its hits are not listed in these tables
Dynein transport: blocks dynein driven cargo transport along microtubules. 3617.4 mouse cells, GR-EGFP nuclear translocation imaging; test concentration mostly 20 µM; stimulated with dexamethasone, 1 µM; active compounds read low. 220,000 compounds, 0.47% hits. z-score, hits read low;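 active means plate z-score of nuclear minus cytoplasmic receptor signal below a set negative limit, without overly bright fluorescence or cell loss, cut at about -3.5 in these data, passing the limit was not always enough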;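 further: z-score of nuclear minus cytoplasmic ring GR-EGFP intensity difference per well; some compounds called inactive have numbers as strong as hits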
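Also added: dexamethasone, 1.0 µM final. Medium: tet-free, stripped-serum medium. Detection: fixed, Hoechst-stained cells imaged at 10x for EGFP. Read-out: nuclear-to-cytoplasmic GR-EGFP distribution per well. Times: induction 48 h, compound 1 h, agonist 30 min.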
Yfh1-depleted yeast: mitochondrial function rescue without frataxin homolog – Friedreich's ataxia, plus single-dose screen, dose response (AID 1465); 220,000 compounds, 0.074% hits; S. cerevisiae Yfh1-off respiration, WST-1 reduction, 72 h; higher fold induction means a stronger effect; one-dose fold induction at 50 µM; EC50 in µM for titrated hits;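 active means fold induction of absorbance versus untreated yeast above a set limit, then at least 30% activation at any dose in follow-up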;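 further: activators that raise dye reduction in frataxin-depleted yeast; strong numbers were not always called active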
MT stabilizer: microtubule stabilization, imaging screen. HeLa tubulin immunostaining HCS, 24 h; share of cells brighter than vehicle mean+2SD. % tubulin-high responders, % at 10 µM. 200,000 compounds, 0.83% hits;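 active means plate Z-score above 3 for both tubulin-high and condensed-nucleus cell shares, with cell loss under 80%, at 10 µM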;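 further: anti alpha tubulin signal scored within the nucleus-defined area of each cell; some results filed as inactive read as strong as hits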
NOD1 inhibition: inhibition of NOD1-driven NF-kB reporter – cell-based, luminescence, uHTS, primary screen (AID 1578) | NOD1-driven NF-kB luciferase reporter cells, luminescence; higher % means a stronger effect | inhibition, % at 4 µM, or EC50 in µM where a hit was titrated | 290,000 compounds, 1% hits; in the data active means inhibition mostly above about 36%, no sharp cut-off; inactive means mostly below about 34%;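 further: HEK-293T reporter cells stimulated with the NOD1 agonist gamma-tri-DAP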
Dynein transport cytoplasmic EGFP: further read-out of Dynein transport, marked with its call; z-score; measured here: cytoplasmic GR-EGFP intensity; active compounds read high
Dynein transport nuclear GR-EGFP: also measured in Dynein transport; calls as there; z-score; measured here: nuclear GR-EGFP intensity;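 lower value marks the stronger effect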
Dynein transport cell count: also measured in Dynein transport; calls as there; z-score; measured here: cell count per field
Insulin prom up cell count: also measured in Insulin prom up; calls as there; cell count; measured here: cytotoxicity, nuclei count;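 total cells summed across four imaged fields per well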
bCat nuc transl cell count 5 µM: also measured in bCat nuc transl; calls as there; cell count; measured here: cell count, cytotoxicity flag
MT stabilizer Hoechst-high %: also measured in MT stabilizer; calls as there; % Hoechst-high responders; measured here: nuclear condensation Hoechst responders;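 share of cells brighter than vehicle mean plus two SD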
MT stabilizer cytotoxicity %: further read-out of MT stabilizer, marked with its call; toxicity, %; measured here: cytotoxicity by cell density;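 0% = mean cell density of plate MIN control wells and 100% = no cells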
Autophagy HCS cell loss 18 h: also measured in Autophagy HCS; calls as there; toxicity, %; measured here: cell loss, nuclei count;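 cell loss after 18 h compound exposure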
Active calls of the source: *; i = inactive; . = not tested or not shown; + = active, no number.

The line under a structure holds: NOD2 inhibition, Dynein transport nuclear GR-EGFP, Dynein transport, bCat nuc transl, Dynein transport cytoplasmic EGFP, Insulin prom up, MT stabilizer Hoechst-high %, MT stabilizer cytotoxicity %, MT stabilizer, Yfh1-depleted yeast, Insulin prom up cell count, bCat nuc transl cell count 5 µM, Autophagy HCS, Dynein transport cell count, P. falciparum M17LAP, NOD1 inhibition, Autophagy HCS cell loss 18 h
O=C(NN=C1CCN(Cc2ccccc2)CC1)c1cc2ccccc2cc1O
  4%, -0.18, -0.33, -0.8, -0.17, 0.18, 3.1, 7.6, 2.7, i, 1245, 525, i, -0.52, 14%, -9%, -3
COc1cccc(CNc2cccc(C(F)(F)F)c2)c1O
  2%, 0.077, 1.5, -1.1, -0.33, -0.68, 4.1, 4.3, 2.8, i, 1147, 1065, i, -1.7, -9%, -23%, -3
O=C(CC1Oc2ccccc2NC1=O)NCCc1ccccc1 (stereo not given)
  2%, 0.33, 0.14, -6.5, -0.22, 0.38, 2.9, 5.1, 4.1, i, 913, 1207, i, 0.027, -6%, 10%, 16
COc1ccc(-n2c(NC(=O)c3ccc(Br)o3)c(C#N)c3nc4ccccc4nc32)cc1
  28%, 0.31, -0.29, 4.8, 0.028, 0.19, 2.2, 6.6, 2.5, ., 1495, 746, i, 0.8, -11%, 10%, -33
CCN1CCN(c2nc(-c3cccnc3)nc3ccccc23)CC1
  1%, 0.81, 0.58, ., -0.13, -0.21, 1.6, 3.4, 4.9, i, 1273, ., i, 0.57, 6%, -21%, 8
O=C(NCN1C(=O)C2C3C=CC(C3)C2C1=O)Nc1ccccc1O (stereo not given)
  20%, -0.26, -0.56, -1.6, -0.24, 1, 2.6, 5.4, 2.3, i, 985, 1133, i, 0.44, 5%, 4%, 3
COc1cc(C(c2nnnn2C2CCCC2)N2CCc3ccccc3C2)ccc1O (stereo not given)
  8%, 1.4, 3, 0.3, -0.13, -0.57, 2.1, 17, 2.6, i, 1392, 1123, i, -1.4, 23%, 12%, 8
COC(=O)c1ccc(CNC(=O)c2cc3ccccc3oc2=O)cc1
  3%, 0.34, 0.19, 0.3, -0.065, -0.33, 2.2, 6.5, 2.1, i, 1319, 1123, i, 0.3, -2%, -36%, 12
CN(CCS(=O)(=O)c1ccc(Cl)cc1)Cc1cccnc1
  5%, -0.24, -1.3, 0.5, -0.2, -0.09, ., ., ., i, 1043, 1186, ., 1.2, -6%, -10%, .
Cc1c(C(=O)Nc2nnc(SCc3ccccc3Cl)s2)cccc1[N+](=O)[O-]
  9%, 1.6, 1.2, -0.7, -0.16, 0.15, 1.8, 4.6, 1.9, i, 1332, 972, i, -1.7, -2%, 49%, -4
COc1ccc(CNC(=O)C(C#N)c2nc3ccccc3nc2N2CCCC2)cc1 (stereo not given)
  -7%, 3.1, 1.7, 1.6, 11, 2.2, 2.1, 6.9, 3.1, i, 1482, 1434, +, -0.72, -10%, -34%, 26*
Cc1cc(C=O)c2c(c1)C=CC1(Oc3ccccc3C(=O)N1C)O2 (stereo not given)
  2%, 0.45, 0.077, ., -0.21, ., 1.5, 5.4, 2.7, ., ., ., i, -1.1, 9%, -10%, -8
O=C(CSc1nc(COc2ccccc2)nc2ccccc12)NC1CCCC1
  16%, -0.35, -0.44, 0.3, -0.058, -0.22, 2.7, 0.1, 2.9, i, 1455, 1564, i, -0.036, 13%, -10%, -6
CCOCCCn1c(=S)[nH]c2cc(C(=O)N3CCN(C)CC3)ccc2c1=O
  9%, 0.1, 0.053, -0.4, -0.25, -0.42, 3.0, 10, 4.3, i, 1411, 1405, i, -1.1, 5%, -22%, -9
COc1ccc(/C(C)=N/Nc2nc3ccccc3nc2C)cc1OC
  -1%, -0.056, -0.069, 0.0, -0.17, -0.32, ., ., ., i, 1117, 1336, ., -0.21, 7%, 5%, .

Other entries.
The line under a structure holds: NOD2 inhibition, Dynein transport nuclear GR-EGFP, Dynein transport, bCat nuc transl, Dynein transport cytoplasmic EGFP, Insulin prom up, MT stabilizer Hoechst-high %, MT stabilizer cytotoxicity %, MT stabilizer, Yfh1-depleted yeast, Insulin prom up cell count, bCat nuc transl cell count 5 µM, Autophagy HCS, Dynein transport cell count, P. falciparum M17LAP, NOD1 inhibition, Autophagy HCS cell loss 18 h
CN(C)C(=O)CSc1nnc(Cc2ccc3c(c2)OCO3)o1
  -30%, 0.58, 0.7, 2.6, -0.16, ., 1.0, 1.3, 0.8, i, ., 1518, i, -1.6, 34%, 2%, -29
COc1cc(C(=O)NCc2nnc(SCC(=O)N3CCOCC3)o2)cc(OC)c1OC
  1%, -0.31, -0.5, -0.6, -0.22, 0.18, 3.1, 7.9, 1.7, i, 1215, 1072, i, 0.36, 16%, -20%, -6
Cc1ccc2nc(-c3ccsc3)c(NC3CCCC3)n2c1
  0%, -0.042, 0.3, -1.5, -0.39, 1.2, 2.4, 2.8, 2.7, i, 1108, 1150, i, -0.61, 11%, 1%, -10
COc1ccc2nc(NC(=O)Cc3cccs3)sc2c1
  -81%, -0.51, -1.5, 0.8, -0.11, -0.78, 1.0, 10, 1.2, i, 770, 1134, i, 1.1, 12%, -71%, -9
COc1ccc(C2C(C#N)=C(C)NC3=C2S(=O)(=O)c2ccccc23)cc1 (stereo not given)
  16%, 1, 1.5, -2.0, -0.2, -0.48, 2.5, 2.2, 4.4, i, 935, 1156, i, -0.85, -9%, 4%, 37
O=C(c1ccco1)c1cn(CC(=O)N2CCCC2)c2ccccc12
  1%, -0.25, -0.67, -0.3, -0.28, 0.64, 2.2, 6.6, 1.3, i, 1234, 1072, i, 0.39, 16%, -25%, 3
Cc1cc(=O)n2[nH]c(-c3ccco3)nc2n1
  -5%, -0.19, -0.81, ., 0.26, 0.06, 0.8, 3.3, 2.2, i, 905, ., i, 0.54, 18%, -2%, -14
CC(OC(=O)C1CC=CCC1C(N)=O)C(Cl)=C(Cl)Cl (stereo not given)
  -3%, 0.69, -0.043, ., 0.082, 1, 2.1, 3.7, 2.1, i, 1167, ., i, -1, 2%, -24%, -4
c1ccc(Cn2nnc3c(N4CCCCCC4)ncnc32)cc1
  8%, 0.15, -0.32, -3.5, -0.076, 1.2, 3.4, 6.8, 1.3, i, 1836, 1175, ., -0.18, 0%, -28%, .
COc1ccc(NC(=O)C2CC(=O)N(c3cccc(C)c3C)C2)cc1 (stereo not given)
  1%, -0.29, -0.84, -5.5, -0.31, ., 1.7, 14, 4.1, i, ., 1037, i, 0.95, -1%, -11%, 13
N=c1c2c3c(sc2ncn1CCN1CCOCC1)CCCCC3
  -11%, 0.52, 0.4, 1.1, -0.31, -1.1, 2.3, 19, 2.6, i, 1143, 1101, i, 0.49, 5%, -13%, 1
O=C(CN1CCN(S(=O)(=O)c2ccc(Cl)cc2)CC1)Nc1ccc(N2CCOCC2)cc1
  11%, -0.18, -0.86, 0.5, -0.26, -0.64, 2.9, 4.7, 3.9, i, 1538, 1164, i, 1.2, 14%, -27%, 7
O=C(Cn1ncc2c(=O)oc3ccccc3c21)N1CCCN(Cc2ccccc2F)C1
  2%, 0.086, -0.27, -0.9, -0.18, ., 1.0, 4.4, 3.3, i, ., 1091, i, 0.51, 5%, -3%, 3
CCOC(=O)N1CCC(NS(=O)(=O)c2ccc(C)cc2)CC1
  -17%, 1.1, 2.4, -0.9, -0.22, 0.08, ., ., ., i, 1044, 1367, ., -0.87, -15%, -7%, .
O=[N+]([O-])c1cccnc1N1CCC(c2cc(-c3ccc(Cl)cc3)n[nH]2)CC1
  4%, 0.16, 0.079, ., 0.3, ., 0.9, 2.4, 2.0, ., ., ., i, -0.32, 4%, -26%, -1

Next part:
The line under a structure holds: NOD2 inhibition, Dynein transport nuclear GR-EGFP, Dynein transport, bCat nuc transl, Dynein transport cytoplasmic EGFP, Insulin prom up, MT stabilizer Hoechst-high %, MT stabilizer cytotoxicity %, MT stabilizer, Yfh1-depleted yeast, Insulin prom up cell count, bCat nuc transl cell count 5 µM, Autophagy HCS, Dynein transport cell count, P. falciparum M17LAP, NOD1 inhibition, Autophagy HCS cell loss 18 h
COc1cccc(-n2c(COc3ccccc3C)nnc2SCC(=O)O)c1
  -11%, 0.31, 0.3, ., -0.16, ., 1.2, 11, 1.1, i, ., ., i, -0.59, 6%, -15%, 3
CCOC(=O)c1cc(C)nc(Sc2ccc(C)cc2)c1C#N
  9%, -0.3, -0.64, -0.6, -0.29, 0.11, ., ., ., i, 1093, 1242, ., 0.03, 1%, -9%, .
COc1cccc(-c2ccc(C#N)c(SCC(=O)NCCc3cccc(Cl)c3)n2)c1
  -7%, 0.9, 3.3, ., -0.12, ., 1.0, 1.8, 2.4, i, ., ., i, -2, 10%, 0%, -5
COCCNC(=S)Nc1ccc([N+](=O)[O-])cc1C
  -2%, -0.41, -0.66, 5.1, -0.27, 0.5, 1.4, 8.8, 1.7, i, 1504, 776, i, 0.68, 3%, -6%, 7

This is a subset; the hit share may differ from the screen's.
